Screening results (PubChem BioAssay)
DENV2 CPE: inhibitors of DENV2 cytopathic effect | CPE inhibition, % at 9.99 µM | DENV2-infected cells, cytopathic effect rescue, plate reader | 350,000 compounds, 1.7% hits; in the data active = CPE inhibition above about 20%, passing the limit was not always enough; inconclusive = no clear call, values can overlap the other calls; tested in BHK-21 cells;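 also: 0% = median of neutral control wells and 100% = median of positive control wells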
ERp5 inh: blocks human ERp5 reductase activity on insulin | 350,000 compounds, 0.05% hits | Q15084 | ERp5 insulin aggregation, absorbance 650 nm, 90 min | inhibition, % at 9.99 µM;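 active = mean replicate inhibition above about 25%, with every replicate also reaching it, limit read from the data, passing the limit was not always enough; inconclusive = only one of those two criteria met; inactive = neither criterion met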
CASP6 VEID inh: caspase-6 (human) enzyme inhibition. purified caspase-6, Z-VEID-R110 cleavage fluorescence. AID 686996. P55212. inhibition, % at 12.5 µM. 350,000 compounds, 0.53% hits;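 active = mean inhibition across replicates at least about 35%, with every replicate also reaching that limit, limit read from the data; inconclusive = only one of the two criteria met; inactive = neither criterion met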;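 also: 0% = median of neutral control wells and 100% = no fluorescence left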
ERAP1 inh: ERAP1 (human) enzyme inhibition | Q9NZ08 | recombinant ERAP1, Leu-AMC fluorescence, 60 min | inhibition, % at 10.7 µM | 340,000 compounds, 0.15% hits | AID 652197;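 active = mean replicate inhibition of at least 30%, or all replicates individually reaching that 30% level; inactive = mean below 30% and not every replicate reaching it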;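 also: 0% = neutral control wells and 100% = L-leucinethiol positive control wells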
Target sequence (Q9NZ08 whole entry, looked up): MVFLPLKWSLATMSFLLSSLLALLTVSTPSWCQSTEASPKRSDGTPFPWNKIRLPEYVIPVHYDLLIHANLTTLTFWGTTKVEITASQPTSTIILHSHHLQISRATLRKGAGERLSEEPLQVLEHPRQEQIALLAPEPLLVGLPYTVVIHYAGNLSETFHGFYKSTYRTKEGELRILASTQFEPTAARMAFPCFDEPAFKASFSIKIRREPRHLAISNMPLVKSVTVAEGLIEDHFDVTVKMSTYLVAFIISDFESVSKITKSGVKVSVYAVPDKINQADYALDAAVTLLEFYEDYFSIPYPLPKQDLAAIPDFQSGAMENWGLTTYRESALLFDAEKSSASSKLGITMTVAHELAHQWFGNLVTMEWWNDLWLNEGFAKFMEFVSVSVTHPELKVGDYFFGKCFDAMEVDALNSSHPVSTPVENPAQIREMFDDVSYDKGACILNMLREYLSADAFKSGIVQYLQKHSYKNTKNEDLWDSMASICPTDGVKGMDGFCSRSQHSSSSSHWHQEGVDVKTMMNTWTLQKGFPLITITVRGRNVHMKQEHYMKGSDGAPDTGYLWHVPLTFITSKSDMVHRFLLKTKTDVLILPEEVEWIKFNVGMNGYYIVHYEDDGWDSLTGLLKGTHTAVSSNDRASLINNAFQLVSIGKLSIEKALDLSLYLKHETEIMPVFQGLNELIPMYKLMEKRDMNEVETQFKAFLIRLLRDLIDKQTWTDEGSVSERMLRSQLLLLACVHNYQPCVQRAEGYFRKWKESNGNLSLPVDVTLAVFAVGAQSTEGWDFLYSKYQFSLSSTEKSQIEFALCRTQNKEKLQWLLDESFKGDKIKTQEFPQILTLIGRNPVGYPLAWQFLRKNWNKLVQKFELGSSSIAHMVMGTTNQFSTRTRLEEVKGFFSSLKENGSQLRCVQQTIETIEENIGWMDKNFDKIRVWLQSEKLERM
SIRT5 inh: blocks human SIRT5 desuccinylation of peptide | Q9NXA8 | Purified SirT5, succinyl-peptide AMC, trypsin-coupled fluorescence | inhibition, % at 15 µM | 330,000 compounds, 1.1% hits; in the data active = inhibition above about 15%; inconclusive = no clear call, values can overlap the other calls
F508del corr: correctors of CFTR F508del function in bronchial epithelial cells | 350,000 compounds, 0.36% hits | CFBE cells, YFP halide quenching; stimulated with forskolin plus potentiator P3; % fluorescence drop versus neutral controls | activity (quench increase), % at 7.58 µM;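 active = mean added fluorescence quench of at least 8% versus neutral control, with both replicates also reaching 8%; inconclusive = only one of the mean or replicate conditions met; inactive = mean below 8% and not both replicates reaching 8%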;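 also: cells transiently co-express mutant CFTR-F508del with the halide-sensitive YFP; corrector assay measuring rescue of mutant channel to the surface after 24 h compound exposure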
miR122 inh: inhibitors of miR-122 in Huh7 cells; 340,000 compounds, 0.3% hits; Huh7 miR-122 Renilla luciferase sensor, 48 h; neutral wells = 0, positive control = 100; activation (reporter increase), % at 12.5 µM;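 active = mean replicate activation score at least 90 and every replicate individually at or above 90; inconclusive = only one of the two criteria met; inactive = neither criterion met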;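 also: higher luciferase means less miR-122 activity so hits act as miR-122 inhibitors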
Numbers without * were called inactive; u = inconclusive; x = no result given; [ ] = dose if it differs, or a comment. Rows were taken by chance, and some 4% of all compounds hit somewhere here.

SMILES | DENV2 CPE | ERp5 inh | CASP6 VEID inh | ERAP1 inh | SIRT5 inh | F508del corr | miR122 inh
COc1cccc2c3c(c(C)nc12)CCN3c1ccccc1 | -14 | -4 | 2 | 0 | -1 | 1.3 | x
CCOc1ccc2nc(N3CCC(C(=O)N4CCN(C5CCCCC5)CC4)CC3)sc2c1 | u | -2 | -5 | x | x | -5.7 | x
COc1ccc(S(=O)(=O)Nc2cccc3c2O[C@H](CN(C)C(=O)Nc2ccccc2)[C@H](C)CN([C@@H](C)CO)C3=O)cc1 | 3 | -1 | -1 | 5 | 3 | -2.2 | 10[16.7 µM]
C[C@@H]1CN([C@H](C)CO)C(=O)Cc2cc(NC(=O)Nc3cccc4ccccc34)ccc2O[C@H]1CN(C)Cc1ccc(-c2ccccc2)cc1 | -2 | 0 | 0 | 0 | 3 | 3.2 | 21[16.7 µM]
O=C(CN1CCN(CC(=O)Nc2ccccc2Cl)CC1)NCC1(N2CCOCC2)CCCCC1 | u | 9 | -5 | 2 | -3 | -7.8 | x
O=C(NCc1ccc(Cl)cc1)C1CCN(c2nnc(N3CCCC3=O)s2)CC1 | 2 | 0 | -1 | 6 | 1 | -0.6 | -2
NNC(=O)c1ccc(Oc2cc(Cl)cc(Cl)c2)o1 | u | -7 | -1 | 0 | x | -1.2 | x
CN1CCN(NC(=O)c2c(-c3ccccc3)sc3ccccc23)CC1 | -2 | 12 | 1 | 1 | -6 | -0.7 | -5
CC1=C(C(=O)OCC2CCCO2)C(c2ccccc2)NC(=O)N1 (configuration not stated) | -4 | u | -5 | 2 | -6 | 0.2 | x
CCCCC(=O)N(C)c1c(C)nc2ccc(C(=O)Nc3cccc(NS(C)(=O)=O)c3)cn12 | -1 | -2 | -24 | 7 | 3 | 1.0 | 3
c1ccc(Cc2cc[n+](Cc3ccccc3)cc2)cc1 | -3 | 4 | -4 | 0 | x | 2.9 | x
COc1ccc(OC(C)C(=O)NC(C)c2ccccc2)cc1 (configuration not stated) | 1 | -1 | -1 | 1 | -3 | -0.6 | 0
CN(C)S(=O)(=O)c1cccc(NC(=O)COC(=O)/C=C/c2cccs2)c1 | -5 | -4 | 0 | 0 | -2 | -0.4 | -5
CC(C)c1ccc(NC(=O)C2CCCN(S(=O)(=O)c3cnc[nH]3)C2)cc1 (configuration not stated) | 0 | 9 | 3 | 0 | x | -0.7 | 21
OC[C@@H]1CN(Cc2cccc(C(F)(F)F)c2)C[C@H](n2cnc3c(NCc4ccco4)ncnc32)O1 | u | 6 | 1 | -1 | x | 0.8 | -8
Cc1ccc(N2CCN(C(CCc3ccccc3)C(=O)Nc3c(C)cccc3C)CC2)cc1 (configuration not stated) | 13 | -2 | -2 | -2 | 2 | 0.3 | x
C[C@H](CO)N1C[C@H](C)[C@@H](CN(C)S(C)(=O)=O)Oc2ccc(NC(=O)CCC(F)(F)F)cc2CC1=O | 0 | -6 | 2 | -1 | 1 | -0.1 | -13[16.7 µM]
O=C1CN(C(=O)COC(=O)CCS(=O)(=O)c2ccccc2)c2ccccc2N1 | -1 | 5 | 0 | -2 | -1 | -1.8 | -1
O=C(CSc1nc(-c2ccccc2)nc2c1Cc1ccccc1O2)Nc1ccc(C(=O)O)cc1 | 1 | 5 | 1 | -1 | -2 | -1.7 | x
CCCOc1ccc(C2=CSC3=NCCN23)cc1[N+](=O)[O-] | -3 | 2 | 0 | 2 | -3 | x | 13
CCOc1ncccc1C(=O)Nc1ccc(F)c(Cl)c1 | 1 | 2 | -1 | -2 | 5 | -3.9 | x
CCN1CCN(CCc2nc3cc([N+](=O)[O-])ccc3n2C)CC1 | -1 | -1 | -3 | -1 | 0 | -0.9 | -1
C/C=C/c1ccc2c(c1)O[C@H](CN(C)C(=O)NC(C)C)[C@@H](C)CN([C@@H](C)CO)S2(=O)=O | 1 | 9 | -1 | 0 | -3 | 2.7 | 7[16.7 µM]
COc1ccc(CNC(=O)COC(=O)c2ccc(OCC3CCCO3)cc2)cc1 (configuration not stated) | 6 | -2 | 1 | 1 | -2 | 2.3 | -4
CC(C)CC(=O)Nc1ccc(S(=O)(=O)N2CCCC2)cc1 | 4 | -2 | -1 | -2 | 1 | -1.2 | -1

Structural class: those above containing an aryl methoxy group
SMILES | DENV2 CPE | ERp5 inh | CASP6 VEID inh | ERAP1 inh | SIRT5 inh | F508del corr | miR122 inh
COc1cccc2c3c(c(C)nc12)CCN3c1ccccc1 | -14 | -4 | 2 | 0 | -1 | 1.3 | x
COc1ccc(S(=O)(=O)Nc2cccc3c2O[C@H](CN(C)C(=O)Nc2ccccc2)[C@H](C)CN([C@@H](C)CO)C3=O)cc1 | 3 | -1 | -1 | 5 | 3 | -2.2 | 10[16.7 µM]
COc1ccc(OC(C)C(=O)NC(C)c2ccccc2)cc1 (configuration not stated) | 1 | -1 | -1 | 1 | -3 | -0.6 | 0
COc1ccc(CNC(=O)COC(=O)c2ccc(OCC3CCCO3)cc2)cc1 (configuration not stated) | 6 | -2 | 1 | 1 | -2 | 2.3 | -4

Carrying on:
SMILES | DENV2 CPE | ERp5 inh | CASP6 VEID inh | ERAP1 inh | SIRT5 inh | F508del corr | miR122 inh
O=C(Nc1cccc(Cl)c1)N[C@H]1CC[C@@H](CCn2cc(Cc3ccccc3)nn2)O[C@H]1CO | 0 | -3 | 1 | 0 | -2 | 1.0 | 0[16.7 µM]
CN(C)CC(=O)Nc1ccc2c(c1)[C@H]1C[C@H](CC(=O)NCc3cccnc3)O[C@H](CO)[C@H]1O2 | 17 | 11 | -1 | -2 | -2 | 0.4 | 9[16.7 µM]
O/N=C(/c1ccc(F)cc1)C1CC1c1c(F)cccc1Cl (configuration not stated) | 5 | 3 | 3 | 3 | 0 | 1.0 | -9
Cc1c(C(=O)N(Cc2cccc(Br)c2)C2CCS(=O)(=O)C2)oc2ccc(F)cc12 (configuration not stated) | -1 | 3 | 1 | 9 | -4 | -0.3 | 8
CCCCC(=O)NS(=O)(=O)c1ccc(N=NN2CCOCC2)cc1 | 3 | -4 | -2 | -2 | 5 | -1.7 | -4
CC(Cl)C(=O)NNC(=O)CNS(=O)(=O)c1ccccc1 (configuration not stated) | -8 | 3 | -2 | 1 | -4 | 1.9 | x
O=C(NCCS(=O)(=O)N1CCN(c2ccccc2)CC1)c1cc(=O)c2ccccc2o1 | 6 | 1 | -1 | 0 | 0 | 1.1 | -1
CN(C)CC(=O)Nc1ccc2c(c1)[C@H]1C[C@@H](CC(=O)NCC3CC3)O[C@@H](CO)[C@H]1O2 | 1 | -5 | -2 | 6 | 1 | -1.4 | 1[16.7 µM]
C[C@@H]1CN([C@H](C)CO)S(=O)(=O)c2ccc(C#C[C@@H](C)O)cc2O[C@H]1CN(C)Cc1cncnc1 | 2 | -3 | -2 | 5 | 3 | -2.6 | 5[16.7 µM]
COc1ccc(CN2CC3(CCN(C(=O)Cc4ccncc4)CC3)c3c([nH]c4cc(OC)ccc34)[C@@H]2CO)cc1 | -7 | 3 | -4 | -2 | x | 0.0 | x
Cc1nn(C)c(C)c1S(=O)(=O)N1CCC(C(=O)Nc2ccc3c(c2)OCCO3)CC1 | 1 | 4 | 2 | x | x | 0.4 | -7
C[C@@H]1CN([C@H](C)CO)C(=O)c2cccc(NC(=O)Nc3ccc(C(F)(F)F)cc3)c2O[C@@H]1CN(C)C(=O)NC1CCCCC1 | 0 | -9 | 1 | 2 | 5 | 6.0 | -4[16.7 µM]
CC(=O)N(c1ccc(Cl)cc1)c1nc(C)cc(C)c1C#N | -2 | -5 | x | -1 | -5 | -1.6 | 7
COCC1CCN(Cc2c(C(=O)N3CCN(C4CCCCC4)CC3)nc3ccccn23)C1 (configuration not stated) | 2 | 5 | -24 | -4 | -2 | -0.4 | x
C[C@@H]1[C@@H](Sc2ccccc2)CC(=O)O[C@@H]1c1ccc(-c2ccccc2)cc1 | -8 | 3 | 1 | 3 | -1 | -3.3 | x
CN(C)c1nc(N)c2ncc(=S)[nH]c2n1 | 1 | -5 | 1 | 17 | -1 | 1.7 | -8
O=C(Cn1cnc2cc([N+](=O)[O-])ccc2c1=O)NC(c1ccccc1)c1ccccc1 | 2 | 1 | x | 1 | 0 | -1.8 | -8
COc1ccc(N(C(C)=O)C2C=CS(=O)(=O)C2)c(OC)c1 (configuration not stated) | 3 | -5 | 1 | 2 | -3 | -1.6 | x
CC1CC(C)CN(CCOc2cccc(Cl)c2Cl)C1 (configuration not stated) | -6 | -4 | -4 | 5 | -2 | x | x
CCN(CC)Cc1nc2sc(C)c(C)c2c(=O)[nH]1 | 0 | -3 | 2 | 2 | -2 | -1.3 | -1
Cc1cccc(N(CC(=O)NC(C)(C)C)C(=O)CNC(=O)c2cccs2)c1C | 44* | -1 | -5 | x | 2 | -0.3 | 0
O=C(Nc1cccc(F)c1)N1CC(=O)N2[C@H](C1)[C@H](c1ccc(C#CCC3CCCC3)cc1)[C@@H]2CO | -7 | 2 | 1 | 0 | 3 | -3.6 | x
CCCC(=O)Nc1ccc(Cl)c(NC(=S)NC(=O)C(C)C)c1 | -2 | -1 | 0 | 13 | -3 | 0.9 | x
CCCOCC1CC(CCc2nc(=S)[nH][nH]2)C(=O)O1 (configuration not stated) | -7 | 0 | -2 | 6 | -2 | -1.2 | 4
O=C(Nc1ccccc1F)c1cc(S(=O)(=O)N2CCOCC2)ccc1N1CCOCC1 | -7 | 0 | 3 | -1 | 8 | 1.1 | x
SMILES | DENV2 CPE | ERp5 inh | CASP6 VEID inh | ERAP1 inh | SIRT5 inh | F508del corr | miR122 inh
O=C(Nc1ccccc1C(=O)N1CCOCC1)c1ccc(CSc2ccccc2)cc1 | -3 | -1 | 2 | -3 | -2 | -0.5 | x
C=C1CCN([C@@H](Cc2ccccc2)C(=O)O)S(=O)(=O)c2ccccc21 | -25 | -7 | 3 | 2 | x | 0.6 | -1
O=C(Nc1nnc(S(=O)(=O)N2CCCCCC2)s1)c1cccc(Br)c1 | -1 | 4 | 1 | x | x | -0.8 | 2
O=C1CCCC(=O)N1c1ccc(N2CCOCC2)c([N+](=O)[O-])c1 | 16 | u | 0 | 0 | -6 | 1.2 | 8
COc1cc(/C=C2\SC(=S)N(CCC(=O)N3CCN(C)CC3)C2=O)cc(OC)c1OC | -1 | 4 | -5 | 1 | 0 | 1.8 | 0
COCCNC(=O)C1(C)CCCN(C(=O)c2ccccc2)C1 (configuration not stated) | 33* | 5 | -2 | 6 | -5 | -2.5 | x
CCS(=O)(=O)Nc1ccc2c(c1)C(=O)N(C)C[C@H](OC)[C@H](C)CN(C)[C@H](C)CO2 | -5 | 1 | 2 | 5 | -6 | 2.4 | -18[16.7 µM]
CCCN1[C@@H]2Cn3c(ccc(C4=CCCCC4)c3=O)[C@H]1[C@@H](C(=O)NCCc1ccncc1)[C@@H]2CO | -1 | 14 | 1 | 0 | -9 | 1.0 | x
C=Cc1ccc(Cn2c(C)c(C(=O)NCc3ccc4c(c3)OCCO4)sc2=O)cc1 | 17 | -4 | -2 | x | x | -0.2 | x
Cc1noc(C)c1NC(=O)Nc1ccc2c(c1)C(=O)N([C@H](C)CO)C[C@@H](C)[C@H](CN(C)S(=O)(=O)c1ccccc1)OCCCC[C@H](C)O2 | 2 | -3 | 1 | 2 | -1 | 0.8 | 7[16.7 µM]
Cn1c(SCC(=O)NC2CCCC2)nc2cccnc21 | x | -12 | -2 | -5 | -9 | x | -6
O=C(Nc1ccc2ccccc2c1)N1CCCN(CCOc2ccccc2)CC1 | 8 | -5 | -1 | 4 | -2 | -2.9 | x
O=C1C(Cc2ccc(O)cc2)NC(=S)N1Cc1ccccc1 (configuration not stated) | 1 | -6 | 4 | -4 | -2 | -1.5 | -9
CCCCCC(=O)Nc1ccc(N2CCN(CC)CC2)c(Cl)c1 | -1 | -1 | -6 | 3 | -2 | 3.6 | 22
C=C1CCC2C(C)(C)[C@@H](O)CC[C@@]2(C)[C@@H]1COc1ccc2ccc(=O)oc2c1 (some centres not stated) | -1 | -2 | 0 | -5 | -2 | 1.7 | x
OC[C@@H]1CN(Cc2ccc(-c3ccccc3)cc2)C[C@H](n2cnc3c(Nc4ccccc4)ncnc32)O1 | 0 | 2 | -3 | 3 | -7 | -4.1 | -9
CCCCN(C(=O)c1cc2c(s1)CCCC2)c1c(N)n(CCC)c(=O)[nH]c1=O | -6 | 1 | 3 | -2 | -4 | 0.7 | x
